Cav3 T inh: Cav3.2 calcium influx blockers – cell-based, Fluo-4 calcium fluorescence, FDSS, MLSMR library, primary screen; 100,000 tested, 4% active; B-score at 10 µM; Voltage-dependent T-type calcium channel subunit alpha-1H (Homo sapiens), O95180; Cav3.2-expressing cells; active compounds read low;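 active = single-dose well whose peak fluorescence ratio is a statistical outlier from its plate by either plate-standardised score or position-corrected B-score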
Target sequence (O95180 whole entry, looked up): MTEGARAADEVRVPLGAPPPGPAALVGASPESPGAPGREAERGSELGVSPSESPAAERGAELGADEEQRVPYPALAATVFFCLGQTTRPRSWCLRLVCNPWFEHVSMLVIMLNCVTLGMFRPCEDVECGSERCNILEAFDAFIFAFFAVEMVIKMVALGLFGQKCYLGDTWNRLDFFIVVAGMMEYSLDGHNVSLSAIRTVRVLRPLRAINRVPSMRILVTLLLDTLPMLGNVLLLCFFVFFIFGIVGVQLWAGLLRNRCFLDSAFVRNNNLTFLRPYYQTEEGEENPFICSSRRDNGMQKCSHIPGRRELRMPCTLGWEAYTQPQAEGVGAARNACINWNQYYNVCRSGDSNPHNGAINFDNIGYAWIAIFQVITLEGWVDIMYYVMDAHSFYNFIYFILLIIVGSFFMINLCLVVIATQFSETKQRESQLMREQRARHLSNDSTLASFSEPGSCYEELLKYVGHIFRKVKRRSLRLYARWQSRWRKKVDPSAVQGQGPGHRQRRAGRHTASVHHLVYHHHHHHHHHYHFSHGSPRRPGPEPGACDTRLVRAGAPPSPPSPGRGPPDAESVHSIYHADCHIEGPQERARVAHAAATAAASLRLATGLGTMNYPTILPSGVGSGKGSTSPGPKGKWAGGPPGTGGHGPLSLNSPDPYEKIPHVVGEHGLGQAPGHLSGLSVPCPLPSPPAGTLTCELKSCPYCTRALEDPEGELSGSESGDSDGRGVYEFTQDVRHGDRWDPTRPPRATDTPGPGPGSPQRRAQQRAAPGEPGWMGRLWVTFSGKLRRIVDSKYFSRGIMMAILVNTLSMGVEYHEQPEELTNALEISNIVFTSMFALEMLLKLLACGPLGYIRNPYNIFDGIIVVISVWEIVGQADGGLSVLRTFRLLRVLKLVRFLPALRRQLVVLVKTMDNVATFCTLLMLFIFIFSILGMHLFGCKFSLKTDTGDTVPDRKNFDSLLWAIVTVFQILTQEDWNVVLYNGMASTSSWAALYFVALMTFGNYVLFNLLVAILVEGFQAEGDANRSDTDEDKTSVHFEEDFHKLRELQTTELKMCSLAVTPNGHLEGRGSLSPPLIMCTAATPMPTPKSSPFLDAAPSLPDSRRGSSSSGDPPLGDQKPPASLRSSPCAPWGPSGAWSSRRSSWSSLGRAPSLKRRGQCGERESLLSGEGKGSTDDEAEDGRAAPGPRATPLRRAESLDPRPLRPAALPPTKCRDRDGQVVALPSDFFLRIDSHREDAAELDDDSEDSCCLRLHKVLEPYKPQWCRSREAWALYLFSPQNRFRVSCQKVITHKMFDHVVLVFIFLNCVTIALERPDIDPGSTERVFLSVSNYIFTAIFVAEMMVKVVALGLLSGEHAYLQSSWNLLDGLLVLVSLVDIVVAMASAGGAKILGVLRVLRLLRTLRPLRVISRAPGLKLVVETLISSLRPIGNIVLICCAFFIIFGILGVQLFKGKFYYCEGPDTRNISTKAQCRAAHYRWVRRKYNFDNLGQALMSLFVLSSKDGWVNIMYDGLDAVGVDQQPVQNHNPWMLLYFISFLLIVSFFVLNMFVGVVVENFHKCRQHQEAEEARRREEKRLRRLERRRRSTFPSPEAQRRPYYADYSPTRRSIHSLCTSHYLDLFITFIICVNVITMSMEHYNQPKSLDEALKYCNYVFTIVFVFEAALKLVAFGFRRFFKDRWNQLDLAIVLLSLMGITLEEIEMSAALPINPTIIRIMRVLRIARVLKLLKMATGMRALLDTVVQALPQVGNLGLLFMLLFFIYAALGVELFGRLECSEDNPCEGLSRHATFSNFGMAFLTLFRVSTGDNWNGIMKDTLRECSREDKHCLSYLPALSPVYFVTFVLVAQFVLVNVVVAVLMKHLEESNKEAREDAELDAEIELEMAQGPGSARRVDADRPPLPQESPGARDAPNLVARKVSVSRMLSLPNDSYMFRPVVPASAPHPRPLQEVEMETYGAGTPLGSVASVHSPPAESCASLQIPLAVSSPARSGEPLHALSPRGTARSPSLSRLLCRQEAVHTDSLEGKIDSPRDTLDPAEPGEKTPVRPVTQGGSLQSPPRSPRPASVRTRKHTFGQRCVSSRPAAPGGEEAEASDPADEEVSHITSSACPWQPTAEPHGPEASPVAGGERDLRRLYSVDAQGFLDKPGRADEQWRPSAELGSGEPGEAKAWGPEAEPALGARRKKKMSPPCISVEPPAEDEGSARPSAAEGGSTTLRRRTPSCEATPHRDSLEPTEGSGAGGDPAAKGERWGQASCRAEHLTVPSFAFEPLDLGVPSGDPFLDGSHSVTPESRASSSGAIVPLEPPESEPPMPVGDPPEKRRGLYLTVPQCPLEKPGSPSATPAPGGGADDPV
An asterisk follows results filed as active.

Sample of the layout (five entries):
Cav3 T inh	SMILES
-0.8	CCCCCCc1cc2cc(C(=O)NCc3ccccc3)c(=N)oc2cc1O
-2.52	CCOc1ccccc1C(=O)OCC(=O)Nc1ccc(OC(F)F)cc1
0.644	COc1ccc(-c2c(C)oc3c(CN4CCN(C)CC4)c(O)ccc3c2=O)cc1
0.969	CC1CCN(C(=O)C2CC(c3ccc(F)cc3)=NO2)CC1 (stereo unspecified)
0.637	CC(=O)NC(CC(C)C)C(=O)NC(=O)NCc1ccccc1 (stereo unspecified)

The whole of this part, from the first entry:
Cav3 T inh	SMILES
-0.8	CCCCCCc1cc2cc(C(=O)NCc3ccccc3)c(=N)oc2cc1O
-2.52	CCOc1ccccc1C(=O)OCC(=O)Nc1ccc(OC(F)F)cc1
0.644	COc1ccc(-c2c(C)oc3c(CN4CCN(C)CC4)c(O)ccc3c2=O)cc1
0.969	CC1CCN(C(=O)C2CC(c3ccc(F)cc3)=NO2)CC1 (stereo unspecified)
0.637	CC(=O)NC(CC(C)C)C(=O)NC(=O)NCc1ccccc1 (stereo unspecified)
0.0161	COc1ccccc1CC(=O)Nc1ccccc1O
0.493	CCCN1CCN(CCCNC(=O)C2CCCN(c3nnc(-n4cccc4)s3)C2)CC1 (stereo unspecified)
0.777	Cn1nnc(NC(=O)CSc2nnnn2-c2ccc(F)cc2)n1
-1.84	CCCC(=O)Nc1ccc(Sc2ccc([N+](=O)[O-])cc2)cc1
0.367	CCn1c(SCC(=O)Nc2ccccc2C)nnc1-c1ccccc1O
0.32	O=C(CSc1nnc(Cn2nnc3ccccc32)o1)Nc1cccc(Cl)c1
-3.78	CCC(=O)Nc1cc(C(=O)OC(C(=O)c2ccc(C)c(C)c2)c2ccccc2)ccc1C (stereo unspecified)
-0.15	CCOC(=O)c1ccc(COC(=O)c2cc3ccccc3oc2=O)o1
-0.221	O=c1c2ccccc2nc2c3ccccc3c(NCCN3CCOCC3)nn12
-1.21	O=C(Nc1ccccc1)C1=C[C@@H](c2ccccc2)C[C@@H](OCc2ccc(CO)cc2)O1
1.29	Cc1nn2c(-c3ccco3)nnc2c2ccccc12
-0.289	CC1CCC2(CC1)N=C(N)Nc1nc3ccccc3n12 (stereo unspecified)
1.28	Cn1c(CSc2nc3ccccc3s2)n[nH]c1=S
1.15	Cc1cccc(Nc2n[nH]c(=S)s2)c1C
0.934	COc1ccc(N2CCN(CC(=O)N3CCC(C)CC3)CC2)cc1
0.675	Cc1cc(NC(=O)c2ccco2)ccc1-n1cnnn1
-2.99	Cc1cc(C(=O)OCc2nnc(-c3ccccc3)o2)c(C)n1-c1ccccc1
1.11	O=C(Cc1nc(-c2ccc(Br)s2)cs1)NCCN1CCOCC1
-5.51*	CCCCC(=O)NC(c1ccco1)c1c(O)ccc2ccccc12 (stereo unspecified)
-0.469	CCCC(O)(CCN1CCCCC1)c1ccc(OCC)cc1 (stereo unspecified)
-1	CS(=O)(=O)N1CCN(c2ccc(NC(=O)c3cccnc3Cl)cc2)CC1
0.0341	O=C(COC(=O)c1n[nH]c2ccccc12)NC(=O)NC12CC3CC(CC(C3)C1)C2
-1.49	O=C1C2C3C=CC(C3)C2C(=O)N1c1ccc2c(c1)CCC2 (stereo unspecified)
0.765	c1nc(NC2CCCCCC2)c2[nH]cnc2n1
0.0904	Cc1ccc(C(=O)NC(N2CCCC2)C(Cl)(Cl)Cl)cc1 (stereo unspecified)
-0.402	O=C(C(Cc1ccccc1)N1C(=O)c2ccccc2C1=O)N1CCc2ccccc21 (stereo unspecified)
1.19	O=C1c2ccccc2C(Nc2ccc(Cl)cc2)N1CCN1CCOCC1 (stereo unspecified)
-0.527	O=C1C2C(c3ccccc3)C=CC(c3ccccc3)C2C(=O)N1c1ccncc1 (stereo unspecified)
0.464	O=C1NCC(=O)N2CCC[C@@H]12
-1.53	O=C(Nc1nc(-c2ccc3c(c2)OCCO3)cs1)c1ccc(S(=O)(=O)N2CCCCC2)cc1
-1.26	Cc1ccc(S(=O)(=O)Nc2cccc3ncccc23)s1
0.663	O=C(CSc1nc2ncccc2[nH]1)c1ccc(F)cc1
1.17	N#Cc1c(N)nc2c(c1N)CC(=O)N2c1ccc(Cl)cc1
-1.03	O=C(CSc1nc2c(c(=O)n1-c1ccc(F)cc1)SCC2)NCc1ccco1
-0.276	CC(C)c1cc[n+](-c2nc([O-])sc2C=O)cc1
0.0215	Cc1nc2c(F)c(F)c(C(F)(F)F)c(F)c2[nH]1
-0.916	Cc1cc(Nc2cccc(F)c2)n2c(n1)nc1ccccc12
0.0347	COc1ccc(-c2cc(=O)oc3cc(OCc4nn[nH]n4)ccc23)cc1
-0.0227	CC(C(=O)O)N1C(=O)c2ccccc2C1=O (stereo unspecified)
-0.234	NC(Cc1ccc(O)cc1)c1cn([C@@H](CCC(=O)O)C(=O)N2CCNCC2)nn1 (stereo partly specified)
0.0265	Cc1ccc(OCc2n[nH]c(=S)n2C2CCCCC2)cc1
0.00654	CCOC(=O)C1CCN(c2ncnc3nc[nH]c23)CC1
0.494	[O-]/[N+](=C/c1ccc(F)cc1)c1ccccc1
-1.02	CCCCC(=O)Nc1ncc(Br)s1
1.54	Cc1ccccc1C(=O)NC1CCN(CC(=O)Nc2c(C)cccc2C)CC1
-0.379	Nc1c(C(O)(C(F)(F)F)C(F)(F)F)ccc2ccccc12
-2.18	COc1ccccc1CNC(=O)c1cc(-c2ccccc2)nn1CC1CC(c2cccc([N+](=O)[O-])c2)=NO1 (stereo unspecified)
0.0426	Cc1[nH]nc2c1C(c1ccc(F)cc1)C(C#N)=C(N)O2 (stereo unspecified)
0.92	COc1ccc(S(=O)(=O)N(C)c2ccc(C(=O)NCC3CCCO3)cc2)cc1 (stereo unspecified)
-1.09	COCCOC(=O)c1c(C)oc2ccc(OCC=C(C)C)cc12
0.681	C=C(C)CSc1nnc(-c2ccc(OC)c(OC)c2)n1N
0.279	O=C(O)CNC(=O)c1ccccc1F
-0.129	COC(=O)CC1SC(=O)NC1=O (stereo unspecified)
-0.0152	CCc1cc2cc(C)cc(C)c2nc1SCC(=O)N1CCCC1
0.862	COc1ccc(S(=O)(=O)N2CCOCC2)c(C)c1C

Reprinted at random: 4 records from the list, in no set order.
Cav3 T inh	SMILES
-0.276	CC(C)c1cc[n+](-c2nc([O-])sc2C=O)cc1
-0.0152	CCc1cc2cc(C)cc(C)c2nc1SCC(=O)N1CCCC1
0.00654	CCOC(=O)C1CCN(c2ncnc3nc[nH]c23)CC1
0.862	COc1ccc(S(=O)(=O)N2CCOCC2)c(C)c1C

Further compounds
Cav3 T inh	SMILES
-1.7	Clc1ccccc1Cn1nnc(-c2cccs2)n1
0.742	CCc1nnc(NC(=O)CSc2nnc(C)n2Cc2ccccc2)s1
-0.464	Cc1ccc(Oc2ccc3c(c2)C(=O)N(c2cccc4cccnc24)C3=O)cc1
0.721	CSC1=NCCN1C(=O)c1ccc(S(=O)(=O)N2CCOCC2)cc1
0.974	COc1ccc(N2CCCCn3c2nc2c3c(=O)[nH]c(=O)n2C)cc1
1.07	O=C(Cc1cccs1)Nc1ccc(C(=O)O)cc1
0.32	O=C(NC1(C(F)(F)F)NC(=O)N(C2CCCCC2)C1=O)c1cccs1 (stereo unspecified)
2.3	CCOc1ccc(NC(=O)CCS(=O)(=O)c2cccc3nsnc23)cc1
1.29	Cc1c(N=Cc2c(O)n(C3CCCCC3)c(=O)[nH]c2=O)c(=O)n(-c2ccccc2)n1C
0.382	COC(=O)COc1cccc2c(=O)n(CC(=O)Nc3ccc4c(c3)OCCO4)ccc12
0.544	O=C(O)COc1ccc(Br)cc1/C=N/O
-2.39	O=C(CC(Cc1ccccc1)c1ccco1)NC1CCCCC1 (stereo unspecified)
-1.44	COc1ccc(C2/C=C\CN(S(=O)(=O)c3cccc4cccnc34)CC(=O)N2Cc2ccc(F)cc2)cc1 (stereo unspecified)
0.24	CCS(=O)(=O)N1CCC(C(=O)NCc2ccc(F)cc2)CC1
1.1	CC1CCCN(C(=O)C2CCN(CCCc3ccccc3)CC2)C1 (stereo unspecified)
0.112	COc1ccc2cc3cc(C(=O)NCCN4CCN(Cc5ccccc5)CC4)oc3nc2c1
0.00783	COC(=O)C1=C(C)N(CCCC(=O)O)C(=O)NC1c1ccc(OC)cc1 (stereo unspecified)
0.84	CCc1cccc(CC)c1NC(=O)CSc1nnc(C(C)C)n1CC
0.0437	Clc1ccc(-c2nnc3sc(-c4ccc(Br)o4)nn23)cc1
0.443	CCNc1nnc(-c2ccc(C)cc2)o1
-0.601	Cn1c(SCc2cccnc2)nc2cccnc21
0.219	CCC(C)[C@@H](C(=O)N1CCNCC1)n1cc(CCCCN)nn1 (stereo partly specified)
0.918	CCOC(=O)Cc1csc(NC(=O)c2ccco2)n1
0.706	C=CCn1cc(C(=O)NCCCOCC)c(=O)c2cc(S(=O)(=O)N(CC)CC)ccc21
-0.00661	Cc1cc(C)c2nc(SCc3ccc([N+](=O)[O-])cc3)nc(C)c2c1
-0.00322	COC(=O)CN(c1ccccc1)S(=O)(=O)c1ccc(F)cc1
-3.05	C(=C\c1cccc2ccccc12)/c1nnc(-c2cccs2)o1
0.255	O=c1c2nnn(Cc3ccccc3)c2ncn1-c1ccccc1
0.509	CCOc1cccc(OCCCCN2CCCCC2)c1
0.983	Cc1cc(C)n(-c2ccc(C(=O)N3CCc4ccccc43)cc2)n1
0.22	COc1ccc(-c2nnc(SCC(=O)NCc3ccco3)o2)cc1
-2.22	CCCCN1C(=O)/C(=C2\SC(N3CCCCC3)=NC2=O)c2ccccc21
-4.1*	CCOC(=O)N1CCN(S(=O)(=O)c2ccc(C)cc2)C1c1ccccc1 (stereo unspecified)
0.888	CCOC(=O)NC(Nc1ncccn1)(C(F)(F)F)C(F)(F)F
0.923	CC(SCc1ccccc1)C(=O)NN=C1CCN(C)CC1 (stereo unspecified)
-2.15	COc1ccc2cc(C3(C)NC(=O)N(CC(=O)NCc4ccco4)C3=O)ccc2c1 (stereo unspecified)
-0.431	COCCNC(=O)c1c(CSc2ccccc2)noc1C(=O)NCc1ccccc1
0.614	CCN(CC(=O)NC1CCS(=O)(=O)C1)c1nc(-c2ccccc2)nc2ccccc12 (stereo unspecified)
0.658	O=C(c1ccc(N2CN(C(=O)c3ccco3)c3nc4ccccc4nc32)cc1)N1CCOCC1
0.42	O=C(Cn1c(-c2cncs2)nc2ccccc21)NCCc1ccccc1
-0.772	CC(C)(C)c1cc(CN2CCC(O)CC2)cc(C(C)(C)C)c1O
0.0707	CCc1ncc(C(O)c2cccc3ccccc23)n1C (stereo unspecified)
0.522	COc1ccc(NC(=O)C2CC(c3cc(OC)c(OC)c(OC)c3)=NO2)cc1OC (stereo unspecified)
0.0553	CCCCC(c1nnnn1CCOC)N1CCN(c2cccc(OC)c2)CC1 (stereo unspecified)
1.03	O=C(O)c1cc(O)ccc1-c1ccc(O)cc1
0.124	O=C(O)C1CCCCC1C(=O)Nc1ccccn1 (stereo unspecified)
-0.963	CC1CCN(CC(O)COCCC23CC4CC(CC(C4)C2)C3)CC1 (stereo unspecified)
-0.0123	Clc1ccc(Cl)c(OCc2cc(-c3ccccc3Cl)on2)c1
1.1	CCOc1ccc(CC(=O)NCc2cn3c(C)csc3n2)cc1
-2.05	COc1ccc(C2/C=C\CN(C(=O)C3CCCC3)[C@H](Cc3ccccc3)C(=O)N2Cc2ccc(F)cc2)cc1 (stereo partly specified)
-1.08	CCOc1nc(OCC)nc(N2CCC(C)CC2)n1
-0.0791	CC(=O)c1c(C)n(-c2ccccc2)c2ccc(O)cc12
-0.0841	COCCNS(=O)(=O)c1ccc2c(c1)C(=O)c1cc(S(=O)(=O)NCCOC)ccc1-2
-1.09	CCc1ccccc1N1C(=O)C2CC=CCC2C1=O (stereo unspecified)
-0.149	Cn1cccc1Cc1nnc(SCC(=O)NC2CCCC2)n1CCc1ccccc1
-0.37	CCCn1nc(NC(=O)CC(C)C)c2cc3ccccc3nc21
0.147	Cn1ncc(Cl)c1C(=O)Nc1cc(C(F)(F)F)ccc1F
0.0523	CCCCOc1ccc(C(=O)NC)cc1
1.32	Cc1nc2nc(CSc3nnc(C)s3)cc(=O)n2[nH]1
0.488	Cn1ncc(C#N)c1/N=C/N1CCCC1

Carrying on.
Cav3 T inh	SMILES
0.0508	Cc1ccccc1N/N=C/c1ccc(N2CCOCC2)cc1
-0.538	COc1ccccc1CN(CC(=O)NCC1CCCO1)C(=O)CNS(=O)(=O)c1ccc(C)cc1 (stereo unspecified)
1.15	Cc1ccc(-c2cccc(NC(=O)C3C4C=CC(C4)C3C(=O)O)c2)o1 (stereo unspecified)
0.325	COCc1[nH]nc2c1C(c1sccc1C)C(C#N)=C(N)O2 (stereo unspecified)
-0.677	Cc1cccc(CCNS(=O)(=O)c2ccc(S(=O)(=O)NC3CCCC3)cc2)c1
-1.38	c1cc(C2CCCCC2)ccc1Oc1nc(N2CCOCC2)nc(N2CCOCC2)n1
-3.98*	Cc1nc(SCC(=O)NCc2ccc3c(c2)OCO3)c(C#N)c2c1CCCC2
-0.113	OC(c1cccs1)c1nccc2ccccc12 (stereo unspecified)
-0.321	CC(C)CCNC(=O)COC(=O)c1ccc(Br)o1
-1.69	Cc1cc(NC(=O)Cn2c(=O)c3c(ncn3CCC(C)C)n(Cc3ccccc3)c2=O)no1

Some of the entries so far, as tab-separated lines:
canonical_smiles	Cav3 T inh
COCc1[nH]nc2c1C(c1sccc1C)C(C#N)=C(N)O2 (stereo unspecified)	0.325
Cc1cccc(CCNS(=O)(=O)c2ccc(S(=O)(=O)NC3CCCC3)cc2)c1	-0.677
c1cc(C2CCCCC2)ccc1Oc1nc(N2CCOCC2)nc(N2CCOCC2)n1	-1.38

An excerpt from above in order of SMILES length, falling.
Cav3 T inh	SMILES
-1.69	Cc1cc(NC(=O)Cn2c(=O)c3c(ncn3CCC(C)C)n(Cc3ccccc3)c2=O)no1
-0.677	Cc1cccc(CCNS(=O)(=O)c2ccc(S(=O)(=O)NC3CCCC3)cc2)c1
1.15	Cc1ccc(-c2cccc(NC(=O)C3C4C=CC(C4)C3C(=O)O)c2)o1 (stereo unspecified)

High-throughput results from PubChem.

The list is partial; rates above refer to the full screens.
